mcGAS RapidFire – blocks mouse cGAS cGAMP production; Q8C6L5; recombinant mouse cGAS, cGAMP by RapidFire MS; inhibition, % at 12.5 µM; actives 0.18% (n = 130,000);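 active = inhibition of cGAS enzyme activity at or above 60%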;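 also: enzyme stimulated by 45 bp dsDNA with ATP and GTP substrates; cGAMP share of summed cGAMP plus half ATP and half GTP signals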
Target sequence (Q8C6L5 whole entry, looked up): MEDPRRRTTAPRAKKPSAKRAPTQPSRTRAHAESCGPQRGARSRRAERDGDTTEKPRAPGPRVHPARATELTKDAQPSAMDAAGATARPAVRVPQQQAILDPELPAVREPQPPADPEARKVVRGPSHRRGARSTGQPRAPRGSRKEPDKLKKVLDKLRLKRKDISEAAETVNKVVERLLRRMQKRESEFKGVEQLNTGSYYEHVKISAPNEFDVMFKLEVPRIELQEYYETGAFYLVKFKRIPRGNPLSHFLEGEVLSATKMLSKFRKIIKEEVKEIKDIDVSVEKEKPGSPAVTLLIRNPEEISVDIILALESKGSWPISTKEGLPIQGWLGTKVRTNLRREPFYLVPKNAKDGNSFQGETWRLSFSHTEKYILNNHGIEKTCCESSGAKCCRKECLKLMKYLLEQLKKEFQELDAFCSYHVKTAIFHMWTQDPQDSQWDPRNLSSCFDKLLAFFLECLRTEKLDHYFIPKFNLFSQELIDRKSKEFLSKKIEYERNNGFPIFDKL
* hit, by the source's call; & = joins results of further samples. An excerpt (hit frequency here may not be typical).

SMILES	mcGAS RapidFire
CCOC(=O)Cn1c(C2CC(=O)N(CC(C)C)C2)nc2ccccc21 (configuration not stated)	-1.0
CN(C)CCN1C(=O)C(O)=C(C(=O)c2cccs2)C1c1cccs1 (configuration not stated)	-20.9
O=C1NCCCCC1Sc1nc(C2CC2)nc2c1c(=O)[nH]c(=O)n2C1CC1 (configuration not stated)	-21.8
COc1ccccc1C(O)c1ncc(-c2cccc(C(F)(F)F)c2)[nH]1 (configuration not stated)	-6.8
CNC(=O)c1cc(S(=O)(=O)NC(C)c2oc3ccccc3c2C)cn1C (configuration not stated)	12.3
CNC(=O)NC(=O)CN1C(=O)NC2(CCCCC2C)C1=O (configuration not stated)	2.9
CCOc1ccc(C(=O)N2C[C@H]3C[C@H](O)[C@H](O)C[C@H]3C2)o1	-1.5
CCN1C(=O)C(=C2C=CC(C(F)(F)F)=CN2C)SC1=S	51.9
CCOc1ccc(C2(O)C(C)[N+]3=C(CCCCC3)N2c2ccc(OC)cc2)cc1 (configuration not stated)	-4.7&-2.5
COc1ccccc1N1CC(C(=O)N2CCC(NC(=O)c3cccnc3)CC2)CC1=O (configuration not stated)	5.8
c1ccc2c(c1)CCC(=NNc1nc3ccccc3s1)C2	-10.5
CCc1nc(N2CCNC(C(=O)O)C2)ncc1C (configuration not stated)	-18.0
COc1c2occc2c(OC)c2c(=O)cc(C)oc12	-4.4
Cc1ccccc1NS(=O)(=O)c1ccc(F)cc1[N+](=O)[O-]	-6.9
NC(=S)N1N=C2C(=Cc3cccc([N+](=O)[O-])c3)CCCC2C1c1cccc([N+](=O)[O-])c1 (configuration not stated)	48.9

An excerpt from the list above, as a working copy:
SMILES	mcGAS RapidFire
COc1c2occc2c(OC)c2c(=O)cc(C)oc12	-4.4
Cc1ccccc1NS(=O)(=O)c1ccc(F)cc1[N+](=O)[O-]	-6.9
NC(=S)N1N=C2C(=Cc3cccc([N+](=O)[O-])c3)CCCC2C1c1cccc([N+](=O)[O-])c1 (configuration not stated)	48.9

Quoted at random: six compounds from above, in no set order.
SMILES	mcGAS RapidFire
COc1c2occc2c(OC)c2c(=O)cc(C)oc12	-4.4
CCc1nc(N2CCNC(C(=O)O)C2)ncc1C (configuration not stated)	-18.0
CCOC(=O)Cn1c(C2CC(=O)N(CC(C)C)C2)nc2ccccc21 (configuration not stated)	-1.0
NC(=S)N1N=C2C(=Cc3cccc([N+](=O)[O-])c3)CCCC2C1c1cccc([N+](=O)[O-])c1 (configuration not stated)	48.9
CNC(=O)NC(=O)CN1C(=O)NC2(CCCCC2C)C1=O (configuration not stated)	2.9
CN(C)CCN1C(=O)C(O)=C(C(=O)c2cccs2)C1c1cccs1 (configuration not stated)	-20.9

(continued)
SMILES	mcGAS RapidFire
COc1cc(Cl)c(C)cc1N=c1c([N+](=O)[O-])nn(-c2ccccc2)n1O	1.7
NC(=O)CSc1ccc(NC(=O)C2CC2)nn1	8.3
CNC(=O)c1ccc(=O)n(CC(=O)Nc2ccc(C(F)(F)F)cc2)c1	-14.6
Cc1n[nH]c(=O)nc1NC1CCCCC1	-4.5
CN(CC1Cc2ccccc2O1)C(=O)c1cnn2ccn(C)c12 (configuration not stated)	-4.0
CCCCOc1cccc(C(=O)NC(=S)Nc2cccc(C(C)=O)c2)c1	-3.3
CNC(=O)CC1C(=O)NCCN1Cc1c(C)cc(C)cc1-n1cccn1 (configuration not stated)	-5.8
CCCc1cc(C(=O)NCc2cccnc2N2CCN(C)CC2)ccn1	-9.4
CC(Sc1ccc(S(=O)(=O)N(C)C)cn1)C(=O)NCc1cccs1 (configuration not stated)	-8.8
Cc1csc2nc(CN(Cc3ccco3)Cc3cccs3)cc(=O)n12	1.8
Fc1ccc(OCCCSc2nnc3ccccn23)cc1	7.1
Cc1cc(C(=O)NN=Cc2ccc(OC(F)F)cc2OC(F)F)c(C)o1	-4.6
COc1ccccc1Cn1c(C)c(C(=O)Nc2ccc(C)cc2)sc1=O	-6.5
O=C(NS(=O)(=O)N1CCCc2ccccc21)c1ccoc1	-5.1
CC(C)NC(=O)c1cc(=O)c(OCc2ccccc2)co1	-3.3
CCCc1cc(C(=O)OC(C)C(=O)Nc2cc(S(=O)(=O)N(C)C)ccc2C)n[nH]1 (configuration not stated)	-2.2
O=C(O)c1ccccc1OP(=O)(O)O	23.0
CC(Nc1ncccc1C#N)c1cccc(C(F)(F)F)c1 (configuration not stated)	-0.7
COc1ccccc1C(=O)NCC(=O)N1CCCC1c1ccccc1 (configuration not stated)	-12.0
O=C(CSc1nc2nc(-c3cccs3)cc(C(F)(F)F)c2c(=O)[nH]1)NC1CC1	27.5
COc1ccc(CC2c3cc(OC)c(OC)cc3CC[N+]2(C)CCC(=O)OCCCCCOC(=O)CC[N+]2(C)CCc3cc(OC)c(OC)cc3C2Cc2ccc(OC)c(OC)c2)cc1OC (configuration not stated)	-7.0&-4.6
O=C(NCCn1ncccc1=O)c1ccc(-c2ccccc2)cc1	-3.7
CN1CCC(Nc2ccc(C(=O)N3CCCCC3)c(Cl)c2)C1=O (configuration not stated)	-5.5
Cc1ccc(C(=O)NC(=S)N(C)Cc2ccccc2)cc1	-6.6
C=CCc1c(O)cc(OC)c2c(=O)c(OC)c(C)oc12	-14.4
NC(=O)C(OC(=O)c1c2ccccc2cc2ccccc12)c1ccccc1 (configuration not stated)	-2.7
Cc1cc2c(c(=O)n1CCCn1ccnc1)C(c1ccccc1)C(C#N)C(=N)O2 (configuration not stated)	-8.6
O=C(Nc1ccccc1Cl)C(=O)N1CCC2(CC1)C(=O)Nc1ccccc12	-33.1
COc1cccc(C2CCCN2CC(=O)Nc2ccccc2NC(C)=O)c1 (configuration not stated)	-15.4
CC(CNC(=O)c1nn(-c2ccccc2)cc1O)Cn1cccn1 (configuration not stated)	2.1
COc1ccccc1C(=O)N1CCN(Cc2nc(-c3ccoc3)oc2C)CC1	-2.4
COCC1CCN(Cc2nc(C(c3ccccc3)c3ccccc3)no2)CC1	-11.1
CC(NC(=O)CCNC(=O)c1ccsc1)c1ccc(Cl)c(Cl)c1 (configuration not stated)	8.9
Cc1ccc(NC(=O)C2(C)CCN(C(C)C)C2)cc1C (configuration not stated)	-12.9
CN(Cc1ccc(Cl)s1)C(=O)COc1ccccc1C(N)=O	-11.3
COc1cccc(CC2(CO)CCCN(c3ncccn3)C2)c1 (configuration not stated)	-2.6
CCN(CC)c1nc(C)nc2ccccc12	-2.0
Cn1c(-c2ccncc2)nn(CN2CCN(c3ccccc3)CC2)c1=S	-5.5
CCN1CCN(c2nc3c(c(=O)[nH]c(=O)n3C)n2Cc2c(Cl)cccc2Cl)CC1	-5.1
CC(=O)NCCNC(=O)Cn1nnc(-c2ccccc2)c1COc1ccc2ccccc2c1	10.2
COc1nn(C)cc1C(=O)Nc1ccon1	-26.8
CN(C)C(=O)c1ccc(F)c(NC(=O)C2CC2c2cccc(Cl)c2)c1 (configuration not stated)	-8.0
Cc1cc(C(C)NC(=O)c2ccc(C#N)cc2)c(C)s1 (configuration not stated)	-9.5
COCC(=O)N1CCN(C(=O)NC(C)c2cc(C)cc(C)c2)CC1 (configuration not stated)	-6.9
CCc1ccc(-c2ccc(Nc3ccc(F)cc3F)nn2)cc1S(N)(=O)=O	-2.3
CCCN(Cc1ccc(SC)cc1)C(=O)c1cc(C)[nH]n1	6.4
Cc1nc2cc(OCc3cc(C(=O)N4CCc5ccccc5C4)no3)ccc2s1	-5.1
CC1CCC2C(C1)NN(c1ccccc1)C2(C)C (configuration not stated)	-11.4
Cc1ccc(S(=O)(=O)NC2CCCC(C(F)(F)F)C2)cc1 (configuration not stated)	-22.0
O=c1oc2ccccc2c(O)c1C=Nc1cccnc1	-6.9
CC(Cc1ccsc1)N(C)S(=O)(=O)N(C)C (configuration not stated)	0.6
CC(C)c1nccc(C(=O)N(C)CC2CCCCO2)n1 (configuration not stated)	-10.8
COc1ccc(C2=N/C(=C\C=C\c3ccccc3OC)C(=O)O2)cc1	17.9
O=C1OC(c2cccc3ccccc23)=N/C1=C/C(Br)=C/c1ccccc1	-5.8
Cn1c(=O)c2[nH]c(N)nc2n(C)c1=O	1.1
Cc1cccc(-c2cn[nH]c2C2CCN(C(=O)c3cn4cccnc4n3)CC2)c1	-17.0
C=CCN1C(=O)NC(=O)C(C2=NN(c3ccccc3)C(c3ccc4c(c3)OCO4)C2)C1=O (configuration not stated)	1.8
CCOc1ccc(S(=O)(=O)N2CCCC(c3ncn[nH]3)C2)cc1OCC (configuration not stated)	-5.1
CC1ON=C(c2cccs2)N(Cc2cccc(F)c2)C1=O (configuration not stated)	23.0
OCC#CCSc1nnc(-c2cccc(Br)c2)o1	1.1

Additional results.
SMILES	mcGAS RapidFire
CC(N)=C(C#N)C(=O)CSc1nnc(NC(C)C)s1	-26.1
N#Cc1ccnc(N2CCN(C(=O)Cc3cnn(-c4ccccc4)c3)CC2)c1	-2.4
CC1CCCN(Cc2nc3c(c(=O)n(C)c(=O)n3C)n2CCc2ccccc2)C1 (configuration not stated)	-3.7
Cc1ccc(C)c(Cn2c(N3CCN(Cc4ccc(F)cc4)CC3)nc3c2c(=O)[nH]c(=O)n3C)c1	-1.7
CCC1(CO)CCCN1Cc1cc2ccc(C)cc2[nH]c1=O (configuration not stated)	-17.0
O=C1CCN(C(=O)c2ccc(S(=O)(=O)c3ccccc3)cc2)C2CCCCC12 (configuration not stated)	-3.6
O=C(c1cccnc1S(=O)(=O)C(F)(F)F)N1CCCc2ccc(F)cc21	-0.5
Cc1sc(-c2c(C#N)c(N)nc3c2CCCCCC3)cc1[N+](=O)[O-]	-8.3
NC(=O)c1cnc2n1CCN(C(=O)Cn1c(C3CC3)nc3ccccc31)C2	-11.3
CC(C)CCN1C(=O)C2(NN(CCO)C(=Nc3ccccc3)S2)c2ccccc21 (configuration not stated)	6.8
Cc1cc(C)cc(CCC(=O)N(Cc2ccncc2)C2CCN(C)CC2)c1	-7.8
CCOC(=O)c1ccc(CNC(=O)c2cnc(C)nc2C)o1	-0.7
O=C(OCC(=O)c1ccc[nH]1)c1ccc(COc2ccccc2)cc1	-1.6
COCC1CCN(Cc2cc3n(n2)CCNC3)C1 (configuration not stated)	-7.6
COc1ccc(N2C(=O)C3SC(=N)C(C#N)C4(CCCC4)C3C2=O)cc1 (configuration not stated)	11.8
CCOc1cc(N2CCOCC2)c(OCC)cc1NC(=O)CC(C)(C)C	-4.6
CCC(O)(CC)C(=O)NN(C(=O)CN1CCCC1)c1ccc(C)cc1	-1.6
CCc1ccc(S(=O)(=O)N(C(=O)c2ccncc2)c2ccc(OC(=O)c3ccncc3)cc2)cc1	-5.0
O=C(c1cc2cc(F)ccc2s1)N1CCN(S(=O)(=O)c2ccccc2F)CC1	-12.9
CCC(NC1CCCCC1)c1nc2ccccc2c(=O)n1Cc1ccccc1 (configuration not stated)	-7.4
CC(=O)c1cccc(S(=O)(=O)N2CCC(C(=O)NC(c3ccccc3)C3CC3)CC2)c1 (configuration not stated)	-10.4
COc1ccc(-c2csc(=Nc3cc(F)ccc3F)n2-c2ccccc2Oc2ccccc2)cc1	-3.0
CCN1CCCC1CNC(=O)CCC1CCN(Cc2cc(Cl)ccc2O)CC1 (configuration not stated)	-9.0
Cc1nccn1CCC1CCN(C2CCC3(CCNCC3)CC2)CC1	-7.1
CC(=O)OC1C2CCCC1C(N1CCCCC1)CC2 (configuration not stated)	0.6
CCCN(CC(=O)NC(=O)Nc1ccccc1)Cc1ccc(C#N)cc1	-15.5
Cc1nn(-c2ccc(F)cc2)c(Cl)c1C(=O)N(C)CC(N)=O	-4.2
Cc1[nH]c2ccccc2c1CC(=O)N1CCC(CO)(Cc2ccccc2)CC1	-4.4
CCOC(=O)C1(Cc2ccccc2Cl)CCN(Cc2cccc3c2OCO3)CC1	2.7
Clc1ccc2c(c1)c(-c1ccccc1)nc1nncn12	-9.2
COC(=O)CN1CC2(CCN(C(=O)c3ccc(Cl)nc3)CC2)OC1=O	0.3
Cn1nc(N2CCOCC2)c(=O)n(C)c1=O	-3.7
O=C(NCCC1COc2ccccc2O1)c1ccc(OC2CCN(C(=O)C3CC3)CC2)cc1 (configuration not stated)	-3.4
CC(C)(C)c1cccc(CN2CCOC(CN)C2)c1O (configuration not stated)	-6.7
Cc1csc(SCC(=O)N2CCC(CO)(Cc3ccccc3Cl)CC2)n1	6.9
CC(=O)[C@H]1CCC2C3CC=C4C[C@@H](OC(=O)CCC(=O)O)CC[C@]4(C)C3CC[C@@]21C (some centres not stated)	-2.4
O=C(NC1CC1)C(=O)N1CCN(CC(F)F)CC1	6.8
CC(C)CN1C(=O)CC(=O)NC1SCC(=O)N1CCCc2ccccc21 (configuration not stated)	3.5
Cc1cc(=O)[nH]c(-n2nc(C)c(CCC(=O)NCc3ccccn3)c2C)n1	-6.0
CCNS(=O)(=O)c1ccc2c(c1)N(C(=O)c1occc1C)CC2	-9.8
Cc1cnc(C)c(N2CCN(Cc3ccc(-c4ccn[nH]4)o3)CC2)n1	1.6
Cc1ncoc1C(=O)N1CCOC(Cc2cccc(C(F)(F)F)c2)C1 (configuration not stated)	-8.7
Cn1ccnc1-c1ccc(N2CCC(C(N)=O)(N3CCCCC3)CC2)nn1	-9.9
Cc1cc(OCC(=O)N(C)Cc2ccc(N3CCOCC3)cc2)ccc1Cl	14.3
CC(C)(C)n1ncc2c(=O)n(NC(=O)c3ccc(S(=O)(=O)N4CCCC4)cc3)cnc21	-3.5
CCN(CC)C(=O)/C(NC(=O)c1ccccc1)=C(/Sc1ccccn1)c1ccccc1	-7.1

Assay outcomes deposited in PubChem by Fisher Drug Discovery Resource Center.
